uPA surface inh: blocks generation of uPA at the cell surface; cell surface uPA generation assay, qHTS; Potency, µM (highest dose often 38.3 µM), without a hit: top-dose activity change, negative = inhibition, hits mostly inhibitors; 330,000 compounds, 0.31% hits; AID 540303; active means well fitted inhibition curve with a large enough effect; inconclusive means small, poorly fitted or top-dose-only effect; inactive means no such curve, though single readings can be large or run the other way; tested in mouse RAW 264.7 cells; further: potency means the concentration at half of the fitted maximal effect; on the % scale 0 is the no-effect control and ±100 the full control effect; nearly all actives have a fitted effect of over 55% in size
B2AR arrestin: agonists driving beta-arrestin recruitment to human beta2-adrenergic receptor | beta-arrestin recruitment to beta2AR, cell-based reporter | Potency, µM (series often up to 46.1 µM), for inactives: at the highest dose activation, usual class: activators | 330,000 compounds, 0.02% hits | AID 492947;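 further: potency means the concentration at half of the fitted maximal effect; 0% = DMSO controls and full agonism = EC100 isoproterenol or metaproterenol; nearly all actives have a fitted effect of over 65% in size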
Target sequence (P07550 whole entry, looked up): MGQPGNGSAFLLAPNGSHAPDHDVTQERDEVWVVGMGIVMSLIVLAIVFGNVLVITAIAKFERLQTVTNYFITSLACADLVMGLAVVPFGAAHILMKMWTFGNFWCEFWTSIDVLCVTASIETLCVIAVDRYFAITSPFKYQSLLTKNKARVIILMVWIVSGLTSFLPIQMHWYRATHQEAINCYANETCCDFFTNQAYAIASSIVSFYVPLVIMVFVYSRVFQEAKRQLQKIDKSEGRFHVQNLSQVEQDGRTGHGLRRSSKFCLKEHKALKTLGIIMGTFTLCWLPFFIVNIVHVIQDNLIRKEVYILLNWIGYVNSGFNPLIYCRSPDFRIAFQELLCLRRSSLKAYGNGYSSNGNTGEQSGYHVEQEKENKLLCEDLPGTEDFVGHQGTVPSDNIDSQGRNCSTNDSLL
TSG101-PTAP inh: blocks PTAP/TSG101 interaction to inhibit HIV-1 budding; Q99816; Fluorescence polarization, FITC-PTAP peptide / Tsg101 binding; Potency, µM (titrated, usually from 115 µM), inactives show at the highest dose activity change, negative = inhibition, usual class: inhibitors; 340,000 tested, under 10 active; active means well fitted inhibition curve with a large enough effect in the main read-out, with a control signal flat, not every such curve was filed as active; inconclusive means small, poorly fitted or top-dose-only effect, or effect the other way, or a change in a side signal; inactive means no such curve, though single readings can be large or run the other way; further: potency means the concentration at half of the fitted maximal effect; % of control where 0% means no effect
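Compounds were pin-transferred onto Tsg101 binding domain (10 uM final) in HEPES pH 7.5 buffer, then FITC-PTAP peptide was added at 50 nM final. After 20 min at RT, polarization reported peptide displacement across a qHTS concentration series.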
ELG1 DNA repair: inhibitors of ELG1-dependent DNA repair in HEK293T cells; HEK293T ELG1-luciferase reporter, luminescence, 16 h; DNA damage induced by 5-fluorouridine; 330,000 compounds, 2.3% hits; Potency, µM (doses to about 46.1 µM), without a hit: at the top dose activity change, negative = inhibition, most hits filed as inhibitors; further: potency means the concentration at half of the fitted maximal effect; on the % scale 0 is the no-effect control and ±100 the full control effect; nearly all actives have a fitted effect of over 55% in size
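Cells (2,000 per well) received 5-fluorouridine plus test compound or DMSO and were incubated 16 hr at 37 °C, 5% CO2. Luciferase activity was read by luminescence 30 min after ONE-Glo addition; signal suppression marked inhibition of damage-induced ELG1 function.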
Chronic BCR inh: blocks chronic active B-cell receptor signaling | ABC-DLBCL IkBa-CBG/CBR reporter, luminescence ratio, 4 h | Potency, µM (top dose mostly 46.1 µM), for the others: at the highest dose ratio change, negative = lower green/red ratio, usual class: inhibitors | 340,000 compounds, 0.05% hits; active means well fitted inhibition curve with a large enough effect in the signal ratio, with a control signal flat, not every such curve was filed as active; inconclusive means small, poorly fitted or top-dose-only effect, or effect the other way, or a change in a side signal; the % refers to the signal ratio;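 further: potency means the concentration at half of the fitted maximal effect; plate controls were basal doxycycline-induced cells for no effect and cells given 10 µM MG132 for full effect; MG132 reads +100%, hits lower the ratio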
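Compounds up to 46 uM were incubated four hours with TMD8 cells whose green CBG68 luciferase is fused to IkappaBalpha; red CBR luminescence normalised the signal, and concentration-effect curves were fitted to fusion, red and ratio data.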
Tb PFK inh: T. brucei PFK enzyme inhibition. O15648. T. brucei PFK, ADP-Glo luminescence. Potency, µM (titrated, usually from 57.5 µM), for inactives: top-dose activity, negative = inhibition, most hits filed as inhibitors. 330,000 compounds, 0.17% hits;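 further: potency means the concentration at half of the fitted maximal effect; 0% = uninhibited 1x PFK enzyme wells and -100% = no-enzyme wells; nearly all actives have a fitted effect of over 60% in size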
Target sequence (O15648 whole entry, looked up): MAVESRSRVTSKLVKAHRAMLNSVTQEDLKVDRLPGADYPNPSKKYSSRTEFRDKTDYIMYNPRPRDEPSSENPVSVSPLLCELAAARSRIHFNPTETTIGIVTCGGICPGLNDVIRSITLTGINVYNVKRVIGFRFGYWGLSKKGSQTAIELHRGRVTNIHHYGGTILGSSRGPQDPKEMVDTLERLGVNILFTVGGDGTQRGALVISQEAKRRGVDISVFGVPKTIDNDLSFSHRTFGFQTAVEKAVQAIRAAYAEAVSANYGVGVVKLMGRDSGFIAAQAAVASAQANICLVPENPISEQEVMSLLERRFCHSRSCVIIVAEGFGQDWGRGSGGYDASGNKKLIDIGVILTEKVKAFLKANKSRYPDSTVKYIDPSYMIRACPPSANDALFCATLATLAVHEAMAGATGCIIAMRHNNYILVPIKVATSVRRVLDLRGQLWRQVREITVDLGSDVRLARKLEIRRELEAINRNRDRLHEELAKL
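1.25 nM PFK with 0.5 mM F6P and 0.1 mM ATP in 0.1 M TEA pH 8.0, 5 mM MgCl2, incubated 45 min at room temperature; ADP measured by ADP-Glo luminescence; compounds titrated up to 57 uM.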
Eya2 phos inh: blocks the phosphatase activity of human Eya2; 330,000 compounds, 0.006% hits; Potency, µM (doses to about 76.9 µM), without a hit: at the highest dose activity, negative = inhibition, most hits filed as inhibitors; O00167; recombinant Eya2, OMFP fluorescence dephosphorylation (OMFP is methylfluorescein phosphate); further: potency means the concentration at half of the fitted maximal effect; on the % scale 0 is the no-effect control and ±100 the full control effect
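Eya2 (0.2 uM) preincubated 10 min at ambient with compound, then OMFP substrate added at 50 uM; 10 min reaction in 50 mM HEPES pH 7.5, 50 mM NaCl, 5 uM MgCl2, 0.05% BSA, 1 mM DTT. Fluorescence read at Ex 485/Em 525 nm.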
Mito fusion act: inhibitors of mitochondrial division or activators of mitochondrial fusion; S. cerevisiae fusion-defective mutant growth rescue, CellTiterGlo 48 h; Potency, µM (top dose mostly 46.1 µM), for the others: top-dose growth rescue (activation), most hits filed as activators; 320,000 compounds, 0.23% hits; AID 485298;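 further: potency means the concentration at half of the fitted maximal effect; % of control where 0% means no effect; nearly all actives have a fitted effect of over 45% in size; temperature-sensitive fusion mutants such as fzo1-1 at 37 °C on non-fermentable ethanol glycerol medium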
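S. cerevisiae fusion-defective temperature-sensitive mutants (e.g. fzo1-1, mgm1-5) grown 48 h at 37C in YPEG (ethanol/glycerol non-fermentable) medium with 23 nl compound per well; growth rescue read as CellTiterGlo luminescence.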
USP2a block: inhibitors of human ubiquitin-specific protease USP2a; O75604; USP2 core, Ub-CHOP2 coupled fluorogenic reporter, 485/531; Potency, µM (top dose mostly 38.3 µM), inactives show at the highest dose activity change, negative = inhibition, most hits filed as inhibitors; 330,000 compounds, 0.01% hits; AID 463254;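 further: potency means the concentration at half of the fitted maximal effect; plate controls were DMSO wells for no effect and full inhibition by NEM control for full effect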
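USP2 core (10nM final) preincubated 30min RT with compound in 20mM Tris-HCl pH 8.0, 2mM CaCl2, 2mM beta-mercaptoethanol, 0.05% CHAPS; 25nM Ub-CHOP2 plus 25nM reporter substrate added, fluorescence (Ex485/Em531) read after 60min.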
TSHR antagonist: antagonists of human thyroid stimulating hormone receptor; 330,000 compounds, 0.2% hits; activity change, negative = inhibition, % at 11.5 µM; TSHR-expressing cells, TSH-stimulated cAMP HTRF, 2 h; stronger effect = lower value;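 active means activity change below a set negative limit, meaning inhibition stronger than a set level, cut at about -70% in these data; inconclusive means activity change between two set negative limits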; further: on the % scale 0 is the no-effect control and ±100 the full control effect
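Freshly harvested TSHR cells receive pin-tooled compound, then EC80 TSH at 4nM final. After 2 hours at 37 deg C, antibody in lysis buffer and cAMP-d2 are added; 30 minutes at ambient temperature precede the HTRF read.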
TCR activator: T cell receptor activation; Potency, µM (top dose mostly 9.22 µM), inactives show at the top dose activation of IL-2 secretion, hits mostly activators; primary human leukocytes, anti-CD3, IL-2 HTRF, 48 h; 330,000 tested, under 10 active; further: % of control where 0% means no effect
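Compounds are tested in HTS on primary human leukocytes co-incubated with a-CD3 beads for 48 hr. IL-2 output is measured by time-resolved FRET.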
Starred values were filed as active, the others as inactive; ? = inconclusive; / = no result given; [ ] = remark or other dose. Unless noted, the call rests on the fitted dose curve; in most records, active means well fitted curve in the direction sought with a large enough effect; inconclusive means small, poorly fitted or top-dose-only effect, or another doubt; inactive means no such curve, though single readings can be large; an effect the other way counts as inactive or inconclusive. This is a random part of the collection (roughly 3% active in at least one column).

SMILES	uPA surface inh	B2AR arrestin	TSG101-PTAP inh	ELG1 DNA repair	Chronic BCR inh	Tb PFK inh	Eya2 phos inh	Mito fusion act	USP2a block	TSHR antagonist	TCR activator
CCOc1ccc(N/C=C/C(=O)c2ccc3ccccc3c2)c([N+](=O)[O-])c1	/	-0.3%	-10%	?	-6%	0%	-22%	-8%	-1%	12	9%
COc1ccc(S(=O)(=O)N2CCC(NC(=O)c3cccc(F)c3)CC2)cc1	5%	9.2%	-4%	-10%	-2%	-2%	4%	1%	-1%	4	-4%
Cc1ccc(C(=O)CN2C(=O)NC3(CCc4ccccc43)C2=O)c(C)c1 (stereo unspecified)	-3%	0.1%	0%	17%	4%	4%	0%	20%	3%	-4	7%
Nc1nc2ccccc2n1CCOc1ccccc1Cl	-1%	-0.2%	-7%	-11%	?	-20%	-8%	2%	2%	-1	-6%
C[C@H]1C=C(C(=O)N2CCN(Cc3ccc4c(c3)OCO4)CC2)O[C@@H](OCc2ccc(CO)cc2)C1	10%	-0.1%	-3%	?	6%	0%	-7%	1%	-2%	-2	4%
CC(OC(=O)CNC(=O)c1ccc(Cl)cc1)C(=O)NC1CCCCC1C (stereo unspecified)	-1%	-0.4%	-2%	6%	0%	-9%	-18%	6%	-3%	2	2%
COc1ccccc1-c1c(NC(=O)c2ccco2)n(C)c2ccccc2c1=O	-1%	0.6%	-3%	-10%	-14%	1%	-20%	2%	-7%	-2	6%
COc1ccc(CC(=O)Nc2c3c(nn2-c2ccccc2C)CS(=O)C3)cc1 (stereo unspecified)	/	-1.0%	-9%	-1%	3%	2%	-11%	0%	4%	2	3%[46.1 µM]
COc1ccc(S(=O)NC2CCCCC2)c(OC)c1C (stereo unspecified)	0%	-0.6%	-1%	0%	-3%	0%	-4%	-3%	-5%	4	9%
CC(C)(C)OC(=O)C1C(=O)CC(C)(O)C(C(=O)OC(C)(C)C)C1c1cccnc1 (stereo unspecified)	0%	-0.3%	-1%	5%	?	0%	24%	-2%	-2%	7	1%
Cn1c(=O)c2[nH]c(N3CCOCC3)nc2n(-c2ccccc2)c1=O	20%	0.0%	-3%	0%	14%	-3%	2%	-5%	-2%	5	-2%
Cc1nc(C)c(-c2ccc(SCc3ccccc3C)nn2)s1	14%	0.2%	-1%	?	12%	-1%	-15%	12%	2%	2	9%
CS(=O)(=O)c1ccc(-c2sc3cc4c(cc3c2C(=O)NN2CCOCC2)OCO4)cc1	18%	-0.5%	-4%	4%	1%	13%	-35%	/	1%	14	-8%
CCN(CC)S(=O)(=O)c1ccc(C(=O)N2CCc3ccccc32)cc1	-1%	-0.2%	1%	?	0%	-2%	-1%	-5%	-2%	21	1%
CCCCCOC(=O)Nc1ccc(S(=O)(=O)Nn2cnnc2)cc1	10%	0.1%	-10%	-4%	0%	0%	13%[15.4 µM]	2%	1%	6	0%
Cc1ccc(NC(=O)c2noc3c2CC(C(C)(C)C)CC3)cc1 (stereo unspecified)	3%	-0.7%	-9%	1%	7%	-1%	-26%	-1%	-2%	23	4%
COc1ccc2oc(-c3ccccc3)c(C(=O)O)c2c1	4%	0.3%	-7%	6%	?	2%	-27%	?	1%	0	-8%
Cc1cc(C)c2nc(-c3cccnc3)cc(C(=O)Nc3ccc(S(=O)(=O)Nc4onc(C)c4C)cc3)c2c1	2%	-0.3%	-10%	9%	5%	0%	-3%	17%	0%	-13	7%
Cc1ccnc(NC(=O)c2cccc(NC(=O)c3ccccc3C)c2)c1	17%	0.1%	-2%	-5%	?	-1%	9%	1%	1%	-1	-4%
Cc1ccc(-c2cc(C(=O)Nc3ccc(S(=O)(=O)N4CC(C)OC(C)C4)cc3)[nH]n2)c(O)c1 (stereo unspecified)	-1%	-0.2%	4%	-1%	-7%	3%	?	5%	1%	1	-2%
O=C(N/C(=C\c1cccc([N+](=O)[O-])c1)C(=O)N1CCOCC1)c1cccc(Br)c1	-3%	-0.5%	0%	-1%	1%	-5%	-1%	2%	1%	2	0%
COc1ccccc1NC(=O)/C(=N/OCc1ccc(F)cc1)C(C)=O	-4%	0.1%	2%	7%	-23%	1%	-5%	3%	2%	5	-2%
CCC(=O)N1CCN(c2ccc(NC(=O)COc3ccc(C)cc3C)cc2)CC1	-2%	0.2%	-2%	-9%	14%	1%	10%	11%	0%	8	9%
O=C(Cn1ccc([N+](=O)[O-])n1)N1CCc2ccccc21	-5%	-0.3%	0%	19%	-1%	-5%	5%	6%	2%	6	-5%
CC1(c2nnc(Cc3ccccc3)o2)CC(c2ccc([N+](=O)[O-])cc2)=NO1 (stereo unspecified)	1%	0.4%	/	1%	1%	3%	-6%	21%	1%	10	15%
Carrying on:
SMILES	uPA surface inh	B2AR arrestin	TSG101-PTAP inh	ELG1 DNA repair	Chronic BCR inh	Tb PFK inh	Eya2 phos inh	Mito fusion act	USP2a block	TSHR antagonist	TCR activator
CC[C@@]1(C(=O)OC)N[C@H](CN(C)C(=O)Nc2ccc(C)cc2)[C@@H]2C(=O)N(C)C(=O)[C@@H]21	0%	1.2%	-4%	6%	0%	0%	8%	/	4%	-4	0%
C[C@H](NC(=O)[C@@H]1CSC2c3ccccc3C(=O)N21)C(=O)NC1CCCC1 (stereo partly specified)	3%	-0.6%	?	10%	-4%	0%	-14%	-1%	-7%	3	-1%
CCC(CC)=N/N=C/c1c(O)n(CC)c2cc(C3=NNC(=O)CC3)ccc12	3%	0.1%	4%	21µM*	?	-7%	-1%	-5%	0%	-7	-2%[46.1 µM]
NC1=NC(=O)S/C1=C\c1ccc(O)cc1	-2%	-0.5%	-4%	?	?	-1%	-7%	-2%	3%	-7	-6%[46.1 µM]
COc1cccc(NC(=O)/C=C/c2ccccc2[N+](=O)[O-])c1	0%	?	-2%	?	?	9%	3%	19%	-1%	0	-2%[46.1 µM]
CCOC(=O)CC(=O)CSc1nc2c(c(C)c1C#N)CCC2	4%	0.3%	-1%	15%	12%	0%	-6%	5%	-1%	-7	5%
Cc1c(N=C2SCC(=O)N2/N=C/c2ccccc2Cl)c(=O)n(-c2ccccc2)n1C	-5%	0.0%	-2%	13%	-8%	-3%	18%	-3%	4%	-7	4%
Cc1ccc(OCc2nnc(SCC(=O)CC(=O)Nc3ccccc3)o2)cc1	-2%	-0.4%	-1%	0%	-1%	2%	-4%	1%	-1%	-7	-4%
Cc1cccc2cc(C(c3nnnn3CC3CCCO3)N3CCOCC3)c(=O)[nH]c12 (stereo unspecified)	4%	-1.2%	-4%	4%	2%	-1%	23%	5%	4%	-5	4%
CC(/C=N\NC(=O)c1ccc(C)nc1)=C\c1ccccc1	-3%	-0.1%	-3%	28%	3%	3%	-2%	-12%	4%	-4	1%
c1ccc2sc(NC3=NCN(CC4CCCO4)CN3)nc2c1 (stereo unspecified)	-3%	-0.3%	-4%	?	-19%	6%	-27%	-2%	0%	3	5%
CCC(=O)Nc1cccc(C(=O)/C=C/c2ccc(F)cc2)c1	?	-0.3%	-12%	-3%	?	-2%	0%	?	-2%	9	4%
CCCNC(=O)CN(C)S(=O)(=O)c1c(C)cc(C)cc1C	-4%	-0.2%	0%	-9%	-2%	-3%	-8%	1%	-1%	14	-2%[46.1 µM]
CN(CC(=O)NCc1ccco1)CC(=O)Nc1ccc(F)c(F)c1F	2%	-0.8%	0%	?	?	-6%	3%	/	-1%	8	3%
CC(NS(=O)(=O)OCC(Cl)(Cl)Cl)c1ccc(Br)cc1 (stereo unspecified)	12%	-0.3%	-1%	-8%	27%	0%	-3%	5%	1%	9	10%
O=C(N/N=C/c1cn(-c2ccccc2)nc1-c1cccnc1)c1ccc(F)cc1	-2%	-1.1%	-7%	?	?	-2%	-7%	-9%	-1%	-15	-3%
CCn1cc(C(=O)N2CCN(c3ccc(F)cc3)CC2)c2cc(OC)c(OC)cc2c1=O	4%	0.1%	-7%	-23%	-6%	1%	-25%	-1%	1%	1	-1%
Cc1sc2ncnc(N3CCC(C(=O)Nc4ccc(F)cc4Cl)CC3)c2c1C	5%	-0.1%	-2%	21µM*	?	-1%	-17%	?	-2%	-23	/

Screens as filed in PubChem.
